# Screening data deposited in PubChem by National Center for Advancing Translational Sciences (NCATS).
# IDH1 R132H inh – human IDH1 R132H inhibition | O75874 | IDH1-R132H enzyme, NADPH consumption, diaphorase/resazurin fluorescence | Potency, µM (series often up to 76.6 µM), inactives show at the highest dose activity change, negative = inhibition, hits mostly inhibitors | 0.093% of 390,000 active; further: potency means the concentration at half of the fitted maximal effect; on the % scale 0 is the no-effect control and ±100 the full control effect; nearly all actives have a fitted effect of over 65% in size
#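 IDH1-R132H (0.5 ug/mL dispensed) in pH 7.5 Tris buffer was preincubated 30 min with compound, then given a substrate mix of 0.016 mM NADPH and 2 mM alpha-KG for 80 min at room temperature; remaining NADPH was read by diaphorase/resazurin fluorescence.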
# HP1b binding inh – blocks HP1-beta chromodomain binding to methylated histone tails; AlphaScreen HP1-beta / biotin-H3K9me3 peptide binding; Potency, µM (titrated, usually from 114 µM), for inactives: top-dose activity change, negative = inhibition, hits mostly inhibitors; 0.56% of 390,000 active; AID 540317; further: potency means the concentration at half of the fitted maximal effect; nearly all actives have a fitted effect of over 70% in size; inactives centre near 23
# Target sequence (P83916 whole entry, looked up): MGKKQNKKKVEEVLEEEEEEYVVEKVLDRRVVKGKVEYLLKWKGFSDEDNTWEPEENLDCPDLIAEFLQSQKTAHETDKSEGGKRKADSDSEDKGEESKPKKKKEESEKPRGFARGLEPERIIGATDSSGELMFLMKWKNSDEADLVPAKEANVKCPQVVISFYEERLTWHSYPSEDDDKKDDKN
#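 Compound inhibition of the preformed complex between 50 nM HP1-beta and 50 nM biotinylated H3K9me3 peptide was read by AlphaScreen. Buffer was PBS pH 7.4 with 0.01% Tween-20. Incubations ran 30 min at room temperature, with 10 ug/mL donor/acceptor beads.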
# Pin1 inh – blocks the human prolyl isomerase Pin1 | 0.009% of 390,000 active | Potency, µM (highest dose often 115 µM), inactives show at the highest dose activity, negative = inhibition, hits mostly inhibitors | Pin1 FP peptide displacement, HiFluor488, 10 min; active means well fitted inhibition curve with a large enough effect in the polarisation, with a control signal flat, not every such curve was filed as active; inconclusive means small, poorly fitted or top-dose-only effect, or effect the other way, or a change in a side signal; inactive means no such curve, though single readings can be large or run the other way; the % refers to the polarisation; further: potency means the concentration at half of the fitted maximal effect; on the % scale 0 is the no-effect control and ±100 the full control effect
# Target sequence (Q13526 whole entry, looked up): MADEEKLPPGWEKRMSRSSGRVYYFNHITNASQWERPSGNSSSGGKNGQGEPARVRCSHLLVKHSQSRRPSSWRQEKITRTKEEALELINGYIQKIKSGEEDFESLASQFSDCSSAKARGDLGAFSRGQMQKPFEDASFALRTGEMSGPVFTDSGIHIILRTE
# GLS inhibitor – glutaminase GLS (human) inhibition; O94925; Potency, µM (series often up to 45.5 µM), inactives show at the top dose activity change, negative = inhibition, hits mostly inhibitors; AID 624170; GLS enzymatic activity, qHTS titration; 0.21% of 410,000 active; further: potency means the concentration at half of the fitted maximal effect; on the % scale 0 is the no-effect control and ±100 the full control effect
# Target sequence (O94925 whole entry, looked up): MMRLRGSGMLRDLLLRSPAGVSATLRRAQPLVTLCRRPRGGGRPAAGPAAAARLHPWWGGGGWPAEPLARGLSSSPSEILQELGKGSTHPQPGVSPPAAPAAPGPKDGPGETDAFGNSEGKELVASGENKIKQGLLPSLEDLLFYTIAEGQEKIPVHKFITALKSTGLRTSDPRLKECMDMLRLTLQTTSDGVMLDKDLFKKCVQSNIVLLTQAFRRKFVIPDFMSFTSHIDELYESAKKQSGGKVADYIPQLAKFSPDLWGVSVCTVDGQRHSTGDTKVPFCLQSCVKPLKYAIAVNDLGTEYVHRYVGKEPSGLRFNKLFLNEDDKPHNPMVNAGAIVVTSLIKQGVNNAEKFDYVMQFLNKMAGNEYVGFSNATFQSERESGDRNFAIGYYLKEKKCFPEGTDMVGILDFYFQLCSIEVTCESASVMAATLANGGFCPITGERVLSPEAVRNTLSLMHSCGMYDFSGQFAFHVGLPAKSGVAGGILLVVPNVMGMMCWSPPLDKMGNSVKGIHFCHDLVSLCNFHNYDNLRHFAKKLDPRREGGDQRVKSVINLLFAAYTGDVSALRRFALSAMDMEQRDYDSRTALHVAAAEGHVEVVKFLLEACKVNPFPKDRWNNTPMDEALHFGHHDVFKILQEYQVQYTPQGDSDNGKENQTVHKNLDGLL
#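 hKGA; 45 mM KH2PO4 pH 8.2 + 0.02% Tween-20; cpd via pin tool; 1 mM Gln soln; GluOx/HRP/Amplex Red; RT 30 min; fluor. t0 & final.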
# Tb PGK inh – inhibitors of T. brucei phosphoglycerate kinase; Potency, µM (doses to about 57.5 µM), for the others: at the top dose activity change, negative = inhibition, usual class: inhibitors; P07378; AID 602233; 0.043% of 380,000 active; PGK/GAPDH coupled, Kinase-Glo luminescence, 60 min; further: potency means the concentration at half of the fitted maximal effect; on the % scale 0 is the no-effect control and ±100 the full control effect; nearly all actives have a fitted effect of over 60% in size
#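 Luminescent ATP detection (Kinase-Glo Plus) follows a 60-minute room-temperature incubation, with wells lacking PGK as controls. Buffer: 100 mM TEA (pH 7.6), 5 mM MgCl2, 0.01% Tween-20. Coupling enzyme GAPDH (100 nM final) supplies unstable 1,3-BPG in-well.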
# TrxR1 inh – inhibitors of rat thioredoxin reductase 1 | O89049 | recombinant rTrxR1, NADPH fluorescence consumption, selenite substrate | Potency, µM (top dose mostly 114 µM), without a hit: at the top dose activity change, negative = inhibition, most hits filed as inhibitors | 1% of 390,000 active; further: potency means the concentration at half of the fitted maximal effect; on the % scale 0 is the no-effect control and ±100 the full control effect; nearly all actives have a fitted effect of over 65% in size
#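 Rat TrxR1 (90 nM in the dispensed reagent) was pre-reduced with 400 uM NADPH for 5 min at room temperature, then incubated with compound for 15 min. After 400 uM selenite was added, NADPH fluorescence (Ex 340/Em 450 nm) was followed for 8 min.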
# PI4K2A inh – PI4K2A (human) kinase inhibition; Q9BTU6; purified PI4K2A, ADP-Glo luminescence, 1 h; hits give low values; activity change, negative = inhibition, % at 76.9 µM; 0.13% of 420,000 active; AID 1346378; in the data active means activity change below about -50%; inconclusive means mostly about -30% to -49%;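 further: -100% = wells without enzyme as full effect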
#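 ADP-Glo luminescence measured ADP generated by PI4K2A enzyme (4 ug/mL before mixing) with 1.2 mM PI substrate (pre-mix) and 300 microM ATP (pre-mix). Tris pH7.5 buffer with MgCl2, Triton X-100; 1 h reaction at ambient temperature.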
# TrxR1 substrate – substrates of rat thioredoxin reductase 1; O89049; purified TrxR1 substrate turnover, NADPH consumption readout; Potency, µM (highest dose often 114 µM), for the others: top-dose activity change, negative = substrate turnover; 0.01% of 390,000 active; AID 588456; further: potency means the concentration at half of the fitted maximal effect; on the % scale 0 is the no-effect control and ±100 the full control effect; nearly all actives have a fitted effect of over 50% in size
#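 Rat TrxR1, dispensed at 90 nM, was prereduced with 400 uM NADPH (final) for 5 min at ~22 deg C, then incubated with compound 15 min before 400 uM selenite. A first-read NADPH fluorescence drop versus no-compound background flagged substrates.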
# USP1-UAF1 inh – inhibitors of human USP1/UAF1 deubiquitinase. Potency, µM (top dose mostly 57.1 µM), for the others: at the highest dose activity change, negative = inhibition, most hits filed as inhibitors. O94782. recombinant USP1/UAF1, Ub-Rhodamine cleavage fluorescence. 0.23% of 390,000 active. AID 743255; further: potency means the concentration at half of the fitted maximal effect; on the % scale 0 is the no-effect control and ±100 the full control effect; nearly all actives have a fitted effect of over 60% in size; inactives centre near -12
#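 Step one: compound is pinned into 1nM USP1/UAF1 in HEPES pH 7.8 buffer with TCEP. Step two: 15 min room-temperature incubation. Step three: Ub-Rho (150nM final) starts cleavage, tracked by fluorescence over six one-minute reads.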
# Starred values were filed as active, the others as inactive; i = inactive; ? = inconclusive; [ ] = another dose, or the depositor's remark. Unless noted, the call rests on the fitted dose curve; in most records, active means well fitted curve in the direction sought with a large enough effect; inconclusive means small, poorly fitted or top-dose-only effect, or another doubt; inactive means no such curve, though single readings can be large; an effect the other way counts as inactive or inconclusive. This is a subset; rates above refer to the full screens.
SMILES,IDH1 R132H inh,HP1b binding inh,Pin1 inh,GLS inhibitor,Tb PGK inh,TrxR1 inh,PI4K2A inh,TrxR1 substrate,USP1-UAF1 inh
O=C(O)c1ccccc1/C=N/NC(=O)C1CCCC1,-20.7%,29.8%,5.1%,-3.1%,6.0%,-15.6%,3.9,-10.0%,-12.6%
O=C(c1noc2c1CCCC2)N1CCc2c([nH]c3ccccc23)C1c1ccccn1 (configuration not stated),-3.4%,?,3.5%,-6.1%,1.1%,13.3%[57.1 µM],1.5,0.9%,?
C=CCn1c(=O)n(CCOC)c(=O)c2sc3ccccc3c21,-0.4%,29.0%,-1.2%,-2.8%,-0.5%,6.3%[57.1 µM],0.2,48.9%[activator][57.1 µM],-13.1%
Cc1ccc(-n2c(Cc3cccs3)nnc2SCC(N)=O)cc1,12.6%,5.4%,0.2%,-2.0%,-3.4%,24.0%,-1.4,6.0%,2.8%
C=CCn1c(NCc2ccc(N(C)C)cc2)nc2ccccc21,13.2%,?,1.9%,41.4%[activator],-7.4%,2.8%,-5.6,0.4%,0.7%
c1cncc(-c2ccc3[nH]ccc3c2)c1,-3.5%,6.2%,0.1%,10.0%,-10.1%,-7.4%[57.1 µM],-0.9,-1.7%[57.1 µM],2.5%
O=C(c1ccc(OC2CCN(Cc3ccccc3O)CC2)cc1)N1CCCCC1,-1.6%,12.3%,-1.2%,25.6%,-9.4%,-0.5%,-6.5,0.2%,-2.8%
COc1ccccc1NS(=O)(=O)c1ccc(C(=O)NCC(c2ccco2)N(C)C)cc1 (configuration not stated),10.5%,13.9%,-3.2%,2.0%,i,10.1%,7.9,-4.0%,-13.2%
Cc1cc(C)nc(SCCC(=O)Nc2ccccc2)n1,8.8%,21.3%,-11.7%,2.9%,-6.3%,22.9%,1.4,11.8%,?
COc1ccc(/C=C/c2nc(C#N)c(N3CCC(C(N)=O)CC3)o2)cc1OC,-5.5%,64.3%[activator],-6.0%,4.0%,-8.1%,-0.4%,-10.1,108.6%[activator],-10.7%
CCOC(=O)C1=C(c2ccc(OC)cc2)OC(N)=C(C#N)C1c1cccnc1 (configuration not stated),7.4%,82.3%[activator],0.2%,1.7%,-4.0%,79.4µM*,-0.7,-7.1%,-18.7%
CCOC(=O)c1cc(C)nc(SC)c1C#N,-3.7%,67.3%[activator],1.1%,-5.4%,5.7%,10.0%,-0.4,1.6%,-21.3%

# The list goes on; the last three above are carried over.
SMILES,IDH1 R132H inh,HP1b binding inh,Pin1 inh,GLS inhibitor,Tb PGK inh,TrxR1 inh,PI4K2A inh,TrxR1 substrate,USP1-UAF1 inh
COc1ccc(/C=C/c2nc(C#N)c(N3CCC(C(N)=O)CC3)o2)cc1OC,-5.5%,64.3%[activator],-6.0%,4.0%,-8.1%,-0.4%,-10.1,108.6%[activator],-10.7%
CCOC(=O)C1=C(c2ccc(OC)cc2)OC(N)=C(C#N)C1c1cccnc1 (configuration not stated),7.4%,82.3%[activator],0.2%,1.7%,-4.0%,79.4µM*,-0.7,-7.1%,-18.7%
CCOC(=O)c1cc(C)nc(SC)c1C#N,-3.7%,67.3%[activator],1.1%,-5.4%,5.7%,10.0%,-0.4,1.6%,-21.3%
COc1cc(OC)cc(-c2c(C#Cc3ccsc3)c3cc(-c4ccc5c(c4)OCCO5)ccc3n2C)c1,5.2%,55.1%[activator],?,-3.2%,-7.6%,21.1%[57.1 µM],-3.0,13.8%[57.1 µM],-26.6%
C=CCc1c(C)nc2c(-c3ccccc3)cnn2c1N1CCOCC1,14.1%,53.4%[activator],1.5%,6.3%,-3.3%,4.8%,-3.8,2.3%,-19.9%
COc1ccc(-n2c(=O)[nH]cc(C(=O)Nc3ccccc3)c2=O)cc1,2.5%,34.0%,-1.3%,-20.7%,-6.0%,16.5%,-2.1,-0.4%,-10.0%
CCn1c2ccccc2c2cc(/C=N/n3cnnc3)ccc21,5.8%,15.3%,13.0%,?,-9.0%,16.6%,1.8,77.5%[activator],?
COc1ccccc1NC(=O)c1ccc(NS(=O)(=O)c2ccc(F)c(Cl)c2)cc1,-3.3%,39.3%[activator],0.4%,10.6%,10.1%,5.5%,0.3,-4.6%,-12.8%
O=C1c2cccc([N+](=O)[O-])c2C(=O)N1C1CCCCC1,-5.9%,3.9%,-7.7%,1.3%,-8.9%,31.3%,3.4,0.5%,-11.1%
O=C(CSc1nc2ccccc2nc1SCC(=O)N1CCCCC1)N1CCCCC1,-4.5%,9.7%,4.1%,-10.8%,4.6%[11.5 µM],-2.6%,0.1,-2.9%,-12.7%
O=C(CCN1CCc2ccccc21)c1ccc2c(c1)OCCO2,7.8%,-42.6%,0.3%,13.8%,3.8%,?,-19.3,14.6%[57.1 µM],-26.5%
Cc1ccc(-c2cc3nc(-c4ccccc4)cc(N4CCOCC4)n3n2)cc1,-4.9%,71.7%,46.4%[activator],-15.6%,-5.9%,20.7%[57.1 µM],3.0,58.2%[activator][57.1 µM],-13.8%
CCOC(=O)c1c(N)sc(C(=O)N(C)C)c1CN1CCOCC1,3.4%,13.5%,-3.1%,22.4%,i,23.1%,-1.3,12.2%[57.1 µM],-2.4%
Cc1nn(C)cc1CNC(=O)c1ccc(Br)o1,0.9%,25.9%,-9.8%,-2.6%,-1.5%,7.5%,-6.1,7.1%,-23.8%
O=C(NCc1ccccc1)NC1COc2ccccc2C1 (configuration not stated),30.4%[activator],-26.7%[57 µM],2.3%,-6.6%,10.8%,-1.5%[57.1 µM],2.0,-9.0%[57.1 µM],?
CC(C)(C)NC(=O)CN(Cc1ccc(F)cc1)C(=O)Cn1nnc(-c2ccc(F)cc2)n1,7.7%,54.1%[activator],3.5%,-1.9%,-3.1%,-1.2%,-4.0,-2.7%,-13.4%
CCC(Sc1nc2ccccc2c2nc(CCc3c(C)n[nH]c3C)nn12)C(=O)Nc1ccc(F)cc1 (configuration not stated),-11.2%,30.9%,7.8%,-9.2%,-0.8%,4.0%[57.1 µM],-4.9,-3.2%[57.1 µM],-24.6%
O=c1cc[nH]c2c(C(F)(F)F)cccc12,-6.2%,34.6%,0.2%,0.6%,0.7%,8.0%,3.1,-0.1%,6.3%
CCCCCn1c(S(=O)(=O)O)nc2ccccc21,-1.5%,32.4%,0.2%,2.8%,-2.4%,-5.0%,-5.3,-8.6%,-16.8%
CCOc1ccccc1NC(=O)Nc1ccsc1C(=O)OC,18.4%,29.7%,-6.9%,-11.5%,-3.5%,18.0%,0.7,1.0%,-17.4%
CCOc1ccc(-c2nnn(CC(=O)c3cc(OC)ccc3OC)n2)cc1,0.5%,25.9%,?,3.5%,-2.1%,39.8%[activator],11.6,71.0%[activator],-10.6%
Cn1c(C(=O)NCCCN2CCN(c3ccc(F)cc3)CC2)cc2c(=O)n(C)c3ccccc3c21,-2.0%,37.4%,1.4%,-9.4%,3.6%,4.3%[57.1 µM],0.7,4.7%[57.1 µM],-3.2%
CCN(CC)S(=O)(=O)c1ccc(/C=C/C(=O)N(c2ccccn2)C2CCCCC2)cc1,-3.3%,15.3%,-7.5%,-1.7%,2.9%,18.3%[57.1 µM],-7.1,4.4%[57.1 µM],-7.4%
CCOC(=O)c1sc2nc(SCC#N)n(CC3CCCO3)c(=O)c2c1C (configuration not stated),2.5%,21.2%,-3.5%,12.4%,6.9%,19.7%,5.1,4.7%,-16.7%
Cc1nn(Cc2ccc(C(=O)O)o2)c(C)c1[N+](=O)[O-],9.4%,49.2%[activator],5.4%,0.0%,1.6%,?,-14.8,2.2%[57.1 µM],-3.4%
Cc1cccc(N2C(=O)N3[C@H](c4ccc(Br)cc4)[C@@H]4C(=O)N(C(C)(C)C)C(=O)[C@@H]4[C@]3(Cc3ccc(Cl)cc3)C2=O)c1,3.2%,37.2%,7.0%,-12.8%,-8.1%,21.6%[57.1 µM],5.5,-4.5%[57.1 µM],-29.9%
Cc1ccc(S(=O)(=O)N(CC(O)CN2CCOCC2)c2cc(Cl)ccc2Cl)cc1 (configuration not stated),-2.9%,39.0%[activator],2.7%,-12.6%,-6.1%,24.8%,-9.2,4.3%[57.1 µM],-7.0%
Fc1ccccc1COc1ccc(Br)cc1CNCC1CCCO1 (configuration not stated),-4.9%,42.7%[activator],1.4%,-0.5%,1.9%,8.7%,-1.4,-4.7%,-10.8%
Cc1cc(C)cc(NC(=O)c2ccccc2CC[N+](=O)[O-])c1,1.8%,32.5%,0.4%,1.9%,-11.9%,11.5%[57.1 µM],3.3,-7.3%,-14.7%
CCn1c(=O)n(CC)c2cc(S(=O)(=O)N3CCC(c4ccccc4)CC3)ccc21,5.1%,6.1%,-1.3%,0.0%,-6.7%,26.1%[57.1 µM],-7.4,7.9%[57.1 µM],-19.5%
CS(=O)(=O)N(CC(=O)N1CCCC1)c1cccc(Cl)c1,14.6%,21.7%,-0.5%,2.6%,5.3%,-10.7%,0.9,-7.2%,3.5%
Cc1nc2c(-c3ccc(F)cc3)cnn2c(N)c1-c1ccc(F)cc1,4.1%,85.0%[activator],?,-2.5%,-5.4%,8.4%,-6.0,44.1%[activator],-14.6%
